Compound activity from PubChem BioAssay.
PAFAH1B3 FP inh: PAFAH1B3 enzyme inhibitors, primary screen, biochemical, fluorescence polarization, human; Platelet-activating factor acetylhydrolase IB subunit alpha1 (Homo sapiens), Q15102; recombinant PAFAH1B3, FP-rhodamine probe; inhibition, % at 3.39 µM; 340,000 compounds, 0.28% hits;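 active = inhibition above the screen-wide average of all tested compounds plus 3 SD, cut at about 25% in these data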;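 note: 0% = enzyme with DMSO only and 100% = wells lacking PAFAH1B3 protein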
PAFAH2 FP inh: PAFAH2 enzyme inhibitors, primary screen, biochemical, fluorescence polarization, human; Platelet-activating factor acetylhydrolase 2, cytoplasmic (Homo sapiens), Q99487; recombinant PAFAH2, FP-rhodamine activity probe; inhibition, % at 3.39 µM; 340,000 compounds, 0.99% hits; AID 492956, 2010;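 active = inhibition above the mean over all tested compounds plus 3 SD, cut at about 30% in these data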;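 note: inhibitors block probe labeling of enzyme so polarization drops; 0% = enzyme with DMSO and 100% = wells lacking PAFAH2 protein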
GSTO1 inh: inhibitors of recombinant GSTO1, primary screen, counter-screen for RBBP9 inhibitor project, biochemical, fluorescence polarization | Glutathione S-transferase omega-1 (Homo sapiens), P78417 | 300,000 compounds, 1.1% hits | AID 1974, 2009 | inhibition, % at 5.96 µM | activity-based probe fluorescence polarization;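 active = inhibition above the campaign mean inhibition plus 3 SD, cut at about 35% in these data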;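 note: 0% = GSTO1-1 with DMSO and 100% = wells lacking GSTO1-1 enzyme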
Target sequence (P78417 whole entry, looked up): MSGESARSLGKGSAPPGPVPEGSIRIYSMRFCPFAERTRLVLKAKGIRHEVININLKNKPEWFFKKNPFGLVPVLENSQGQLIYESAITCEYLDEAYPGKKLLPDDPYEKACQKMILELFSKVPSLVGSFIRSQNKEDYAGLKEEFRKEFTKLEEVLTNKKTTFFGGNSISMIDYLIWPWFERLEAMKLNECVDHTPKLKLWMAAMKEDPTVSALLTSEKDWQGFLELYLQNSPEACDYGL
LYPLA1 counter: LYPLA1 inhibitors, primary screen, counter-screen for PME1 inhibitor project, biochemical, fluorescence polarization, FP-Rh probe ABPP | Acyl-protein thioesterase 1 (Homo sapiens), O75608 | 320,000 compounds, 0.16% hits | recombinant LYPLA1 | inhibition, % at 5.9 µM | AID 2174, 2009;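 active = inhibition above the mean of all tested compounds plus 3 SD, set per campaign, cut at about 14% in these data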;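 note: inhibitors block serine hydrolase probe labeling of LYPLA1 so polarization falls; 0% = enzyme with DMSO and 100% = wells lacking LYPLA1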
PAFAH1B2 inh: PAFAH1B2 enzyme inhibitors, primary screen, biochemical, fluorescence polarization, human; recombinant PAFAH1B2, FP-rhodamine activity probe; inhibition, % at 3.39 µM; 340,000 compounds, 1.2% hits; AID 492953, 2010;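 active = inhibition above the mean of all tested compounds plus 3 SD, cut at about 24% in these data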;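 note: 0% = enzyme with DMSO and 100% = wells lacking PAFAH1B2; many of its hits are not listed in these tables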
pPAFAH inh: pPAFAH enzyme inhibitors, primary screen, biochemical, fluorescence polarization, human; Platelet-activating factor acetylhydrolase (Homo sapiens), Q13093; recombinant pPAFAH, FP-rhodamine probe fluorescence polarization; inhibition, % at 3.39 µM; 330,000 compounds, 1.5% hits; AID 463082, 2010;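 active = inhibition above the mean inhibition across the screen plus 3 SD, cut at about 25% in these data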;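 note: inhibitors block binding of the rhodamine activity-based probe so polarization drops; 0% = enzyme with DMSO and 100% = wells lacking pPAFAH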
PME-1 primary: PME-1 inhibitors via competitive probe labeling, primary screen, biochemical, fluorescence polarization, FP-Rh probe, HTS | Protein phosphatase methylesterase 1 (Homo sapiens), Q9Y570 | recombinant PME-1 | inhibition, % at 5.9 µM | 320,000 compounds, 0.53% hits | AID 2130, 2009;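 active = inhibition above the campaign mean of all compounds plus 3 SD, cut at about 26% in these data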;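 note: competitive labeling of PME-1 active site by serine hydrolase directed probe; 0% = PME-1 with DMSO and 100% = wells lacking PME-1 enzyme; inhibitors block probe labeling so polarization falls and inhibition rises; many of its hits are not listed in these tables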
LYPLA2 counter: LYPLA2 inhibitors, primary screen, counter-screen for PME1 inhibitor project, biochemical, fluorescence polarization, FP-Rh probe ABPP | Acyl-protein thioesterase 2 (Homo sapiens), O95372 | recombinant LYPLA2 | inhibition, % at 5.9 µM | 320,000 compounds, 0.38% hits;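 active = inhibition above the screen-wide mean plus 3 SD, limit set per campaign, cut at about 26% in these data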;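 note: 0% = LYPLA2 with DMSO and 100% = wells lacking LYPLA2 enzyme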
PAD4 inh: human PAD4 inhibitors, primary screen, biochemical, fluorescence polarization, 1536-well format | Protein-arginine deiminase type-4 (Homo sapiens), Q9UM07 | recombinant PAD4, RCA probe fluorescence polarization | inhibition, % at 6.36 µM | 330,000 compounds, 0.41% hits | AID 485272, 2010;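 active = percent inhibition above a cutoff equal to the mean of all tested compounds plus 3 SD, cut at about 15% in these data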;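 note: 0% = PAD4 with RCA probe and DMSO and 100% = probe without PAD4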
Target sequence (Q9UM07 whole entry, looked up): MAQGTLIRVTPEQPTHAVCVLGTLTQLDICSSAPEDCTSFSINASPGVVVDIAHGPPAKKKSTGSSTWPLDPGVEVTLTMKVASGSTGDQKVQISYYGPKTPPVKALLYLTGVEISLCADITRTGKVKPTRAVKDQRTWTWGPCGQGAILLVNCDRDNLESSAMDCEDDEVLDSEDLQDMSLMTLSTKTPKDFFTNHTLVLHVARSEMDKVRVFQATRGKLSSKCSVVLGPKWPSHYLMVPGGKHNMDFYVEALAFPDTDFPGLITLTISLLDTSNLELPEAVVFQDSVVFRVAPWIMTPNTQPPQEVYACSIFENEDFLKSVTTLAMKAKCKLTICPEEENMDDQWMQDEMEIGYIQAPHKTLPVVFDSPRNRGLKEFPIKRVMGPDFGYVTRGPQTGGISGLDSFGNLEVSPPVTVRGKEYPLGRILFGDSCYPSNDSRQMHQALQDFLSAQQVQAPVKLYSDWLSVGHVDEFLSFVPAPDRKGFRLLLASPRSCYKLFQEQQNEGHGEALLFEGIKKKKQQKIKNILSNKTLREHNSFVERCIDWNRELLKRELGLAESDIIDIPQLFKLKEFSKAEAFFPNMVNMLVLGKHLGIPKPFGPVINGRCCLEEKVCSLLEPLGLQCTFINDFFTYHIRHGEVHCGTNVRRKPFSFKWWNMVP
* marks the source's active call; other numbers are inactive results; / = not tested or not shown. Only part of the results is shown (hit frequency here may not be typical).

SMILES | PAFAH1B3 FP inh | PAFAH2 FP inh | GSTO1 inh | LYPLA1 counter | PAFAH1B2 inh | pPAFAH inh | PME-1 primary | LYPLA2 counter | PAD4 inh
COc1ccc(CN2CCN(Cc3ccc(OC)c(OC)c3OC)CC2)cc1 | -4 | -9 | 5 | 1 | -4 | 4 | 2 | -4 | -4
N/C(=N\c1nc2ccccc2o1)NC(=O)/C=C/c1ccccc1 | 10 | -7 | -7 | -1 | -1 | 3 | -6 | -3 | 0
Cc1ccc(/C=N/NC(=O)c2cccnc2)o1 | -1 | 2 | 9 | -3 | 1 | 2 | 0 | -1 | -1
CCOc1ccc(S(=O)(=O)N2CCC(C(=O)NC3CCCCC3)CC2)cc1 | 6 | 6 | -1 | -1 | 4 | 4 | 1 | 11 | 1
CC1=C(CC(=O)c2ccccc2)C(=O)c2ccccc2C1=O | 22 | 9 | 51* | 1 | 8 | 7 | 7 | 7 | 4
Cn1ncc(Cl)c1C(=O)N1CCN(C23CC4CC(CC(C4)C2)C3)CC1 | 6 | 5 | 0 | 2 | 2 | -2 | -3 | 6 | -2
Cc1nc(SCC(=O)OCc2ccccc2)c(C#N)c(-c2ccccc2)c1C(=O)Nc1ccccc1 | -15 | -29 | -8 | -20 | -10 | -8 | -34 | -38 | 2
Fc1ccccc1N1CCN(Cc2cccnc2)CC1 | 1 | -9 | 6 | 8 | 1 | -2 | 1 | 3 | 2
Cc1ccc(CNC(=O)c2ccc(N3CCC4(CC3)CC(c3cccc(Br)c3)=NO4)c(NC(=O)c3ccc(Cl)c([N+](=O)[O-])c3)c2)cc1 | -7 | -11 | / | / | -9 | 1 | / | / | 4
CCOC(=O)N1CCc2c(sc3c2c(=O)n(Cc2ccccc2)c(=O)n3Cc2ccccc2F)C1 | 7 | 0 | -3 | 2 | 4 | -1 | -2 | -4 | 2
C/C(CC(=O)Nc1cccc2c1CCCC2)=N\NC(=O)c1ccccc1N | -4 | 5 | 9 | 1 | 4 | 6 | -2 | 2 | 2
CCN1CC(=O)Nc2cc(S(=O)(=O)N3CCOCC3)ccc21 | 2 | -6 | -4 | 3 | 4 | 3 | 8 | 6 | 0
COc1ccc(C2CC(=O)N3CN(c4ccc(C)c(Cl)c4)CSC3=C2C#N)cc1 (stereo not given) | -7 | -3 | 2 | -3 | 9 | 4 | -6 | 3 | 4
CC(=O)Nc1ccc2c(CN3C(=O)NC(C)(c4ccc(C)cc4)C3=O)cc(=O)oc2c1 (stereo not given) | -3 | 3 | -8 | 0 | -1 | 1 | -2 | 4 | 3
COc1ccc(-c2ccc3nnc(SCC(=O)N4CCCC4)n3n2)cc1 | 5 | -6 | 1 | -4 | 4 | 0 | 3 | -1 | 5
Cc1cc(C)cc(N(C(=O)c2csnn2)C(C(=O)NC(C)(C)C)c2cccs2)c1 (stereo not given) | -6 | 3 | 2 | -1 | 1 | -1 | -6 | -2 | 4
O=C1NC2(CCN(Cc3ccccc3)CC2)Oc2ccccc21 | 4 | -4 | 3 | -3 | 2 | 7 | 3 | -6 | 0
Cc1ccccc1OCCC(=O)OCC(=O)NNC(=O)c1cccs1 | 5 | -4 | / | 0 | 5 | 25* | -1 | 5 | 0
CCOC(=O)c1sc(=NC(=O)c2ccc(Br)cc2)n(C)c1C | 3 | 2 | -7 | -2 | -2 | 1 | -3 | -1 | 0
Cc1cc(C)cc(OCC(=O)NNC(=O)CCC(=O)NCc2ccccc2)c1 | -9 | -1 | 4 | 2 | 7 | 0 | 2 | 4 | 5
O=C(N/N=C1/CCSC1)c1cccc([N+](=O)[O-])c1 | 8 | 1 | 4 | 1 | 3 | 3 | -3 | 1 | -11
CC(=O)c1c(Nc2ccccc2)sc(C(=O)c2ccccc2)c1C | -4 | -7 | 17 | -5 | 0 | 10 | -16 | -3 | -4
CCOC(=O)c1sc(NC(=O)CSc2nnnn2-c2ccccc2)nc1C | 4 | -3 | -6 | -4 | 9 | -5 | -3 | -2 | -2
CN(CCCNS(=O)(=O)c1cccc2cccnc12)Cc1ccccc1 | 6 | -2 | 4 | 0 | -1 | 1 | 0 | -4 | -1
CC(C)n1cc(/C=C2/NC(=O)N(c3cccc(Cl)c3)C2=O)c2ccccc21 | 5 | -1 | -10 | -19 | 8 | 2 | 7 | -28 | 0
O=C(CNC(=O)COc1ccccc1)NCCN1CCOCC1 | 3 | -9 | / | -1 | -1 | 5 | 1 | -1 | 0
CC(C)(C)C1CCC(=NNC(=O)c2ccco2)CC1 (stereo not given) | 3 | 1 | 1 | -1 | -1 | -4 | 3 | -6 | 2
CSc1nc(-c2ccccc2)nc2c1COC(C)(C)C2 | 6 | 1 | -1 | -6 | 2 | 3 | 2 | 2 | 2
CN(CC(=O)Nc1ccc(Cl)c(Cl)c1)C(=O)C12CC3CC(CC(C3)C1)C2 | 6 | -10 | -1 | 3 | 26* | 1 | -5 | -6 | 0
CCOc1ccccc1OCC(=O)Nc1ccccc1C(=O)NC1CC1 | 6 | 3 | 1 | -1 | 1 | 4 | 3 | 1 | -2
Cc1ccccc1C(=O)Nc1nnc(CC(=O)N/N=C/c2ccco2)s1 | -3 | 12 | 1 | -2 | 1 | 4 | -2 | -1 | -1
Cc1ccnc(NC(=O)CCC(=O)N(CC(=O)NCc2ccc(F)cc2)Cc2ccco2)c1 | 3 | 0 | 3 | 5 | 11 | 3 | 9 | 2 | 0
Cc1ccc(S(=O)(=O)Nc2nc3ccccc3nc2NCC2CCCO2)cc1 (stereo not given) | 1 | 7 | -7 | 0 | 10 | 3 | 7 | -2 | 1
COc1ccc(COC(=O)C2CCN(S(=O)(=O)c3ccc(F)cc3)CC2)cc1 | 8 | 6 | 3 | 3 | 9 | 2 | 19 | 4 | -3
COc1cc(OC)c(-c2nc3cnccc3n2C)cc1OC | 1 | 3 | 5 | 0 | -1 | 4 | 2 | 1 | 0
CC(NC(=O)C(c1ccccc1)c1ccccc1)C(=O)O (stereo not given) | 6 | -5 | 3 | 0 | 12 | 1 | -2 | 0 | 0
OC(CNCc1ccco1)Cn1c2ccccc2c2ccccc21 (stereo not given) | 5 | 1 | -5 | 4 | 1 | -4 | -3 | -2 | -2
CCN1C(=S)N[C@@H](c2cccs2)C(C(=O)OC)=C1C | -2 | -4 | 6 | 2 | -2 | -3 | 6 | -2 | -6
Cc1cn(CCOc2ccc(Cl)cc2)c(=O)[nH]c1=O | 6 | 0 | 5 | -2 | 3 | 4 | -4 | -4 | -4
Cc1cccc(NC(=O)c2cccc(NS(=O)(=O)c3ccc(Cl)cc3)c2)c1 | -5 | -2 | -25 | -12 | 14 | 2 | -10 | -20 | -2
COc1cccc(CN(C)C(=O)C2CCC(=O)N(Cc3cccc(F)c3)C2)c1 (stereo not given) | 0 | 4 | -2 | -2 | 1 | 18 | 9 | 1 | -3
CC(C)NC(=O)CSc1nnc(-c2ccc(F)cc2)c2ccccc12 | 7 | -1 | -18 | -4 | 2 | 6 | -5 | -1 | -2
CCCc1c(NC(=O)Nc2ccc(F)cc2)cnn1-c1ccccc1 | 2 | -2 | -5 | -2 | 5 | 1 | 5 | -3 | -3
CCOC(=O)c1c(NC(=O)Cn2nc(C(F)F)cc2C(F)F)sc(C)c1C | 4 | 5 | -2 | -4 | -3 | 1 | -12 | -5 | 2
CCN(CC)C(=O)C1CCCN(C(=O)c2oc3ccc(C)cc3c2C)C1 (stereo not given) | 4 | 4 | -5 | 6 | 4 | 8 | 3 | 5 | -2
CC(C(=O)N1CC2(C)CC1CC(C)(C)C2)N1C(=O)c2ccccc2C1=O (stereo not given) | -4 | 2 | 6 | -1 | 10 | 3 | -1 | -6 | 1
CC(C)CN(C(=O)c1ccco1)C1CCS(=O)(=O)C1 (stereo not given) | 1 | -2 | 2 | -1 | 0 | 4 | -5 | -1 | -3
CCCc1ncc(C(=O)c2ccc(OC)cc2)n1C | 7 | 0 | 7 | -2 | 2 | -1 | -6 | -2 | -4
CN(C)c1ccnc(NCc2ccccc2)c1C#N | 1 | -2 | -1 | -5 | 4 | -2 | -1 | 1 | -1
Cn1ncc(Cl)c(Oc2ccccc2)c1=O | -5 | 7 | 0 | 0 | 6 | 0 | 4 | 2 | -4
COC(=O)Cc1c(O)ccn(Cc2cccc3ccccc23)c1=O | 11 | 10 | 12 | -1 | 5 | -9 | -3 | 0 | -4
COCCNC(=O)COc1ccc(Br)cc1Cl | 9 | 2 | 0 | 2 | 6 | 5 | -4 | 1 | 0
CC(Sc1nc(-c2ccccc2)cc(C(F)(F)F)n1)C(=O)Nc1sc2c(c1C#N)CCC2 (stereo not given) | -4 | -13 | -2 | -9 | -4 | -3 | -6 | -15 | -2
OC(Cn1nnc2ccccc21)Cn1c(C(F)(F)F)nc2ccccc21 (stereo not given) | 8 | 3 | 0 | 1 | -3 | -1 | 1 | -1 | -2
CCn1c(SCC(=O)NCCc2ccccc2)nnc1-c1ccco1 | 1 | -1 | 12 | 2 | 5 | 4 | 2 | 7 | 0
O=C(c1ccc(S(=O)(=O)c2ccccc2Cl)c([N+](=O)[O-])c1)N1CCN(Cc2ccccc2)CC1 | 5 | 6 | 6 | 1 | 3 | 7 | 0 | 4 | -4
Cc1ccc(C(=O)Oc2ccc(Br)cc2C(=S)N2CCOCC2)cc1 | 4 | 32* | -7 | 0 | 4 | 10 | 3 | -4 | -3
CCN(CC(=O)Nc1c(F)cccc1F)C(=O)c1cccnc1Sc1ccccc1 | 2 | 3 | 2 | 3 | 2 | 0 | 5 | 7 | -2
OCCC1CN(Cc2ccc(Oc3ncccn3)cc2)CCN1Cc1ccc(F)c(F)c1 (stereo not given) | 4 | 5 | -2 | -1 | 1 | -3 | -6 | -4 | -4
COc1ccccc1CNC(=O)c1nn(-c2ccc(C)cc2)c(=O)c2c1c1ccccc1n2C | -6 | -18 | -5 | 0 | 3 | -4 | 1 | -1 | -5
O=C(N/C(=C\c1cccc([N+](=O)[O-])c1)C(=O)N1CCCCC1)c1cccs1 | 6 | 5 | 2 | 3 | 3 | 0 | 0 | 7 | 4

Part of the list above, field by field.
Molecule: OCCC1CN(Cc2ccc(Oc3ncccn3)cc2)CCN1Cc1ccc(F)c(F)c1 (stereo not given)
- PAFAH1B3 FP inh: 4
- PAFAH2 FP inh: 5
- GSTO1 inh: -2
- LYPLA1 counter: -1
- PAFAH1B2 inh: 1
- pPAFAH inh: -3
- PME-1 primary: -6
- LYPLA2 counter: -4
- PAD4 inh: -4

Molecule: CC(C(=O)N1CC2(C)CC1CC(C)(C)C2)N1C(=O)c2ccccc2C1=O (stereo not given)
- PAFAH1B3 FP inh: -4
- PAFAH2 FP inh: 2
- GSTO1 inh: 6
- LYPLA1 counter: -1
- PAFAH1B2 inh: 10
- pPAFAH inh: 3
- PME-1 primary: -1
- LYPLA2 counter: -6
- PAD4 inh: 1
